Screening data (PubChem BioAssay)
LEDGF integ inh: blocks HIV-1 LEDGF/p75-dependent DNA integration; AID 743269; actives 0.64% (n = 370,000); TR-FRET IN-LEDGF/p75 DNA integration, Eu/Cy5; inhibition, % at 3.7 µM;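 active = inhibition above the screen-wide mean plus 3 SD, cut at about 13% in these data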;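 note: signal is the Cy5 over europium emission ratio at 671 and 618 nm; 0% = plate median of compound wells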
proKLK7 act: activators of human kallikrein-7 zymogen. P49862. purified proKLK7, EDANS-DABCYL substrate fluorescence; 100% is mature enzyme control, 0% vehicle. activation, % at 7 µM. actives 0.9% (n = 370,000);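 active = activation above the mean of all tested compounds plus 3 SD, computed per campaign excluding outliers beyond control limits, cut at about 13% in these data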
PRMT1 FP inh: PRMT1 (human) inhibition, primary screen | Q99873 | recombinant PRMT1, activity-based probe fluorescence polarization | inhibition, % at 2.79 µM | actives 1.3% (n = 370,000) | AID 652257;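 active = inhibition above about 21% made by adding two undisclosed values, limit read from the data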
Target sequence (Q99873 whole entry, looked up): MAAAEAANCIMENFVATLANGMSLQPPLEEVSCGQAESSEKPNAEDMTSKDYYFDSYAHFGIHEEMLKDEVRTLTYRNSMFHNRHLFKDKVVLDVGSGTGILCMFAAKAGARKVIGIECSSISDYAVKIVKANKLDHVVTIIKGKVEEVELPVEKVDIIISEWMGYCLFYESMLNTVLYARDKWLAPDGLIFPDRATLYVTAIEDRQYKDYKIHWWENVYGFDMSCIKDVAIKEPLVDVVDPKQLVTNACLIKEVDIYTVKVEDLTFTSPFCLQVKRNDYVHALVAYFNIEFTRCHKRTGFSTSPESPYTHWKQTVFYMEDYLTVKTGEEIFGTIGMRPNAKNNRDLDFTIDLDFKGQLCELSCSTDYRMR
TDP2 absorb: TDP2 (human) inhibition, absorbance primary screen | actives 0.34% (n = 370,000) | inhibition, % at 12.8 µM | recombinant TDP2, T5PNP hydrolysis, p-nitrophenol absorbance 415 nm;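 active = inhibition above the mean of all tested compounds plus 3 SD, set per campaign, cut at about 25% in these data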;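 note: 0% = DMSO with enzyme and 100% = buffer with substrate but no TDP2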
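Test system: human TDP2 enzyme; Input: 120 nM TDP2 per well; Buffer or medium: Mg2+-containing Tris-HCl buffer, pH 7.5; Reagent: 5 mM T5PNP; Dosing: 12.8 µM single point, 1% DMSO; Incubation: reaction 2 h, 37 °C; Detection: p-Nitrophenol epi absorbance; Read-out: % inhibition relative to enzyme-containing and enzyme-free wells; Replicates: single well per compound.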
MBD2 DNA inh: inhibitors of human MBD2 binding to methylated oligonucleotide; Q9UBB5; TR-FRET; inhibition, % at 4.4 µM; actives 0.31% (n = 370,000); AID 686964; in the data active = inhibition above about 13%
UHRF1 binding: blocks human UHRF1 binding to methylated DNA | UHRF1 binding to methylated oligo, TR-FRET | actives 0.75% (n = 370,000) | inhibition, % at 4.4 µM | Q96T88; in the data active = inhibition above about 21%;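 note: UHRF1 SRA domain binding a hemimethylated CpG hairpin DNA probe; 0% = median of test compound wells and 100% = reference inhibitor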
TCR-CD3 inh: blocks the human TCR-CD3 interaction | TAMRA-labeled TCR probe fluorescence, biochemical | inhibition, % at 9.4 µM | actives 0.37% (n = 360,000) | AID 651800; in the data active = inhibition above about 19%;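 note: recombinant mutant TCR 2C K166C tagged with TAMRA read by polarization; 0% = receptor in buffer alone and 100% = receptor with positive control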
DDE Tn7 FP inh: inhibitors of Tn7 peptide binding to human fibrin DD(E) | actives 0.13% (n = 370,000) | inhibition, % at 8.3 µM | AID 720508 | FP displacement of FITC-Tn7 peptide from fibrin DD(E); 0% = median of compound wells per plate;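 active = inhibition above the mean of compounds falling within the control limits plus 3 SD of them, cut at about 14% in these data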;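 note: 0% = plate median of compound wells and 100% = 10 µM Aha-Tn7 peptide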
Target sequence (P02675 whole entry, looked up): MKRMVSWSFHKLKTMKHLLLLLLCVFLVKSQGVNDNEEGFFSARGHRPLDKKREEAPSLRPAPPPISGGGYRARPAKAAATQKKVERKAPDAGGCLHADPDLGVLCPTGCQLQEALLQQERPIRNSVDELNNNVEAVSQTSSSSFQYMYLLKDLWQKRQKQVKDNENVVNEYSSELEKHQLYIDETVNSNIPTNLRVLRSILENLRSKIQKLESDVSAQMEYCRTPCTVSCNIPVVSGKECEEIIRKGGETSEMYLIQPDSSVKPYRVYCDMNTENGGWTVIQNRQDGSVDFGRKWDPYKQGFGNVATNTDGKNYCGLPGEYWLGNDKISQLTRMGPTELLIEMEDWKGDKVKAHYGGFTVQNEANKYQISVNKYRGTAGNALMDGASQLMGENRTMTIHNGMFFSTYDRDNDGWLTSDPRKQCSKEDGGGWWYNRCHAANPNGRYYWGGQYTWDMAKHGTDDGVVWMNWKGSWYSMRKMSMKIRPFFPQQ
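assay system = human clot-derived fibrin DD(E) complex | quantity = Fibrin-DD(E) at 2 µM final | timing = 10 min preincubation, 3 h with tracer, room temperature | signal = fluorescence polarization | measure = percent inhibition | benchmarks = high control wells with 10 µM unlabelled Aha-Tn7 peptide (full inhibition) | replicates = singlicate testing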
Tn6 DDE FP: disrupts Tn6 cyclic peptide binding to fibrin D-Dimer-E complex | P02675 | AID 720509 | actives 0.21% (n = 370,000) | Fibrin DD(E) TRITC-Tn6 fluorescence polarization displacement | inhibition, % at 8.3 µM;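 active = inhibition above a per-campaign cutoff: mean of compounds within control limits plus 3 SD, cut at about 15% in these data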;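 note: 0% = median of all compound wells on the plate and 100% = blocking peptide control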
SIAE primary: inhibitors of human sialic acid acetylesterase SIAE. SIAE FP-Rh probe binding, fluorescence polarization. inhibition, % at 9.66 µM. actives 0.69% (n = 370,000). AID 1053197;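 active = inhibition above a cutoff: mean of compounds within the control limits plus 3 SD of those, cut at about 17% in these data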;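 note: 0% = plate median of compound wells and 100% = probe without SIAE protein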
The depositor's hits bear a star; x = no result given.

SMILES	LEDGF integ inh	proKLK7 act	PRMT1 FP inh	TDP2 absorb	MBD2 DNA inh	UHRF1 binding	TCR-CD3 inh	DDE Tn7 FP inh	Tn6 DDE FP	SIAE primary
CCOC(=O)c1c(C)nc2sc3c(=O)n(-c4ccc(C(C)=O)cc4)nnc3c2c1-c1ccc(OC)cc1	1	0.1	0	3	-8	1	3	4	4	-3
O=C(/C=C/c1ccccc1)Nc1ccc(Br)cn1	-5	0.1	7	-1	0	2	-1	-7	7	-5
CCCN(CC(=O)Nc1ccccc1OC)C(=O)CC1CCCC1	-3	0.1	0	3	4	1	-8	3	5	1
CN(CC(=O)Nc1ccncc1)S(=O)(=O)c1ccccc1	-2	-0.5	-2	-2	0	1	8	-3	0	-1
CS(=O)(=O)N1CCN(c2ccccc2NC(=O)c2cc3ccccc3o2)CC1	-3	0.6	-3	-2	-1	0	4	-6	4	2
O=C(c1cnn2cccnc12)N1CCN(Cc2ccc3c(c2)OCO3)CC1	2	1.2	-1	8	6	10	-9	5	2	-4
CCCn1c(=O)c2ccccc2n2c(SCC(=O)/C(C#N)=C(\C)N)nnc12	-1	-0.1	-1	-1	-1	-1	-2	-8	-2	-1
CC(=O)c1ccc(COC(=O)Cc2ccc([N+](=O)[O-])cc2)cc1	2	0.1	-3	0	-2	2	1	4	-1	-8
COc1ccccc1C(OC(=O)c1cccs1)C(=O)NCc1ccco1 (stereo not drawn)	3	-0.7	17	-7	-1	5	-7	0	-4	-9
COCCNc1nc2ccccc2n1CC(=O)c1ccc(OC)c(OC)c1	-3	0.2	1	0	-2	1	-2	4	3	0
Cc1sc2ncnc(Sc3ccccc3C(=O)Nc3ccc(C#N)cc3)c2c1C	-3	-0.7	2	2	3	-1	-3	0	-1	1
O=C1C=CC(=O)N1c1ccc2c(c1)Cc1cc(F)ccc1-2	-3	0.0	87*	11	3	-1	-1	0	2	-29
Cn1cc(CNCc2cn[nH]c2-c2ccc(F)cc2)c(-c2ccc3c(c2)OCCO3)n1	0	0.1	-2	0	5	2	5	-8	-1	-1
O=C(Cc1ccccc1)N1CCc2ccccc21	2	-0.7	-2	-3	-7	1	4	-11	4	-2
C[C@H](CO)N1C[C@H](C)[C@@H](CN(C)S(=O)(=O)c2ccccc2)Oc2c(NC(=O)c3ccncc3)cccc2C1=O	3	0.3	-2	-10	-4	11	-7	7	-1	5
CC(COc1ccc(C#N)c(F)c1)CN1CCC(C(O)(c2ccccc2)c2ccccc2)CC1 (stereo not drawn)	-2	-0.4	-2	-8	3	-1	x	1	7	1
c1ccc(-n2nnnc2Oc2cccc3cccnc23)cc1	3	-0.8	2	8	2	-1	0	9	2	0
CCOc1ccc(NC(=O)C2=C(C)C(=O)OC23CCC(C)CC3)cc1 (stereo not drawn)	-2	-0.4	4	-9	-1	1	1	-2	2	5
O=C(Oc1cccc(/C=N/Nc2nc(N3CCOCC3)nc(N3CCOCC3)n2)c1)c1ccco1	-1	0.1	-1	0	-2	2	-7	3	10	-1
CCOC(=O)[C@@H]1[C@H]2COc3cc(OC)ccc3[C@@H]2N2C(=O)N(c3ccc(Cl)cc3)C(=O)[C@@]12C	0	0.6	1	5	3	-1	4	-2	2	-2
CCS(=O)(=O)c1nc(S(=O)(=O)c2ccc(Cl)cc2)c(NCc2ccccn2)s1	10	0.2	-3	7	0	1	3	-6	-3	2
CCOC12CC(C)(C)CC(C)(CC3=C1C(=O)CC(C)(C)C3)C2 (stereo not drawn)	-9	0.9	1	-17	0	9	-7	-5	-13	2
COc1ccc2ccccc2c1/C=N/NC(=O)c1cccc(Br)c1	1	-1.9	2	3	5	0	-3	-5	-6	-11
O=C(CS(=O)(=O)c1ccccc1)Nc1nnc(-c2cccs2)o1	-2	0.6	4	10	7	1	1	-2	-6	7
COc1cc(C(=O)Nn2cnnc2)ccc1OC(F)F	3	-0.4	-2	-10	-2	0	-2	-11	0	0
COc1ccc([C@H]2/C=C\CN(S(C)(=O)=O)[C@@H](C)C(=O)N2Cc2ccc(F)cc2)cc1	11	0.0	4	5	0	-2	1	-2	-4	0
N#Cc1cccc(CN2CCC(=O)N([C@H](CO)c3ccccc3)CC2)c1	-1	0.7	-1	-4	1	-3	-5	-1	-4	9
C=CCC[C@@H](Cc1ccc(F)cc1)C(=O)O[C@H](CNC(=O)[C@H](CC=C)CC(=O)N(CCO)Cc1ccccc1)c1ccccc1	-4	0.6	1	-8	0	-2	4	-1	3	-8
O=C(CSc1nnnn1-c1cccc(O)c1)NC1CC1	-8	0.0	4	1	4	3	2	6	-1	3
COc1ccc(CNc2ccccn2)c(O)c1	-2	0.7	-7	3	-7	-1	8	3	-4	6
Cc1csc2c(NC3CCN(Cc4ccccc4)CC3)ncnc12	1	0.7	-6	4	1	-2	-6	-4	-4	9
COc1ccc2c(=O)c(-c3ccccc3C)c(C)oc2c1	-3	0.0	1	1	-5	-1	4	3	1	6
CCCN(CC1CCCO1)C(=O)c1cc(COc2cccc(OC)c2)on1 (stereo not drawn)	-2	-0.4	-3	12	-5	-4	4	-5	-4	-5
CC(=O)NC(CC(=O)Nc1cccc(S(=O)(=O)N2CCCCC2)c1)c1ccccc1 (stereo not drawn)	3	0.0	1	0	5	0	-3	-3	-3	8
CCCOc1ccc(C(=O)NNC(=S)NC(=O)c2ccco2)cc1	0	-0.2	1	4	-3	2	20*	5	-10	2
COc1ccccc1-n1c(SCc2cc(=O)oc3cc(O)ccc23)nc2ccccc2c1=O	3	-4.0	2	5	0	1	-6	0	-6	-32
COc1ccccc1CNC(=O)C1CCCC1	0	0.3	-1	10	3	1	6	0	-2	2
CCCCNS(=O)(=O)/C=C/c1ccccc1CCNC(=O)OC(C)(C)C	-3	0.5	9	0	-1	1	x	-1	1	0
Cc1ccc(CN2CC(=O)N3[C@H]4c5cc(C)ccc5OC[C@@H]4[C@H](c4ccccc4)[C@]3(C)C2=O)cc1	-1	-0.6	1	1	-6	-2	1	4	-2	-3
O=c1c2ccccc2nc2n1C1(CCCCC1)Cc1ccccc1-2	2	-0.1	3	2	-1	-1	3	-6	-1	-3
O=C1[C@H]2[C@@H](/C=C/c3ccccc3)N3C(=O)CN(CCO)C(=O)[C@@]3(Cc3ccccc3)[C@H]2C(=O)N1c1ccccc1	1	-0.4	-2	5	-2	-2	6	1	-4	-6
Cc1ccc(N(CC(=O)Nc2ccccc2-c2ccccc2)S(=O)(=O)c2ccccc2)c(C)c1	-1	0.3	-1	1	4	-1	2	2	-3	-9
C[C@@H](CN1C2=NC[C@H](Cc3ccccc3)N2C[C@H]1Cc1ccc(O)cc1)NC(=O)CCC1CCCCC1	-2	0.3	-4	-8	0	-1	6	5	-4	4
CCOc1ccc(CCNC(=O)c2ccc3ccccc3n2)cc1OCC	2	-0.1	-6	-18	-4	-1	3	0	3	1
CCCCNC(=O)Cn1nc([N+](=O)[O-])c([N+](=O)[O-])c1C	5	-0.7	-3	-3	2	10	-7	-7	4	-1
O=C(Nc1ccccc1)C1=C[C@H](c2ccc3c(c2)OCO3)C[C@H](OCCCCO)O1	-1	-0.5	3	1	-2	-2	-3	8	8	0
O=C1CC[C@@H](CN(Cc2ccccc2)Cc2cn[nH]c2-c2cc3ccccc3o2)N1	-2	-0.9	1	-4	3	-1	-7	10	-4	-3
Cc1cc(NC(=O)Cn2nc(-c3ccccc3F)ccc2=O)ccc1-n1cnnn1	-1	-0.2	1	-4	-5	-1	-1	-1	-2	-7

4 entries out of the list, arranged by count of non-hydrogen atoms, lowest first.
SMILES	LEDGF integ inh	proKLK7 act	PRMT1 FP inh	TDP2 absorb	MBD2 DNA inh	UHRF1 binding	TCR-CD3 inh	DDE Tn7 FP inh	Tn6 DDE FP	SIAE primary
N#Cc1cccc(CN2CCC(=O)N([C@H](CO)c3ccccc3)CC2)c1	-1	0.7	-1	-4	1	-3	-5	-1	-4	9
CCCN(CC1CCCO1)C(=O)c1cc(COc2cccc(OC)c2)on1 (stereo not drawn)	-2	-0.4	-3	12	-5	-4	4	-5	-4	-5
Cc1cc(NC(=O)Cn2nc(-c3ccccc3F)ccc2=O)ccc1-n1cnnn1	-1	-0.2	1	-4	-5	-1	-1	-1	-2	-7
CCOC(=O)[C@@H]1[C@H]2COc3cc(OC)ccc3[C@@H]2N2C(=O)N(c3ccc(Cl)cc3)C(=O)[C@@]12C	0	0.6	1	5	3	-1	4	-2	2	-2

(continued)
SMILES	LEDGF integ inh	proKLK7 act	PRMT1 FP inh	TDP2 absorb	MBD2 DNA inh	UHRF1 binding	TCR-CD3 inh	DDE Tn7 FP inh	Tn6 DDE FP	SIAE primary
COC(=O)C1=C(C)N(C)C(=S)NC1c1cc(OC)ccc1OC (stereo not drawn)	-3	0.2	3	0	5	1	2	-8	-1	4
CC(C)NC(=O)c1onc(CSc2ccccn2)c1C(=O)NC(C)C	-3	0.7	-3	1	0	-3	7	2	3	1
O=S1(=O)C=C(Sc2ccc(Cl)cc2)c2ccccc2C1Cc1ccc(F)cc1 (stereo not drawn)	1	-0.9	1	8	2	-4	-4	4	0	3
CCCOc1ccc(C(=O)NC(=S)N2CCN(c3ncc4c(=O)c(C(=O)O)cn(CC)c4n3)CC2)cc1	1	-0.9	-3	2	1	1	-2	-2	-2	-1
O=C(NCCNc1ccc([N+](=O)[O-])cc1Cl)c1ccccc1F	5	1.1	-3	-18	-7	-5	6	-5	-2	4
FC(F)(F)c1cccc(Cc2noc(CN3C[C@@H]4CCC[C@H]3C4)n2)c1	-8	-0.6	0	-10	3	2	1	3	2	2
CCC1COCCS(=O)(=O)N1Cc1ccccc1F (stereo not drawn)	2	0.3	0	2	-4	-2	-1	-8	1	2
CN(c1ccccc1)S(=O)(=O)c1cc(C(=O)N2CCN(c3ncccn3)CC2)ccc1Cl	-1	-0.8	0	3	5	-3	1	1	-2	-2
Cc1c(NP(=O)(c2ccc(Br)cc2)c2ccc(Br)cc2)c(=O)n(-c2ccccc2)n1C	1	0.3	0	-6	-4	-3	6	3	8	1
Cn1cccc1C(=O)c1cccc([N+](=O)[O-])c1	3	-0.1	-2	13	0	0	1	4	6	-6
CCOC(=O)[C@]12CCCC=C1N(Cc1ccc(Cl)cc1Cl)C(=O)[C@H](CC(=O)NCCCOC)C2	-2	-0.2	-5	-3	-2	1	-1	-7	-2	3
COC(=O)c1c(NC(=O)C(=O)NCCCN2CCOCC2)sc2c1CCCC2	6	-0.7	-1	7	1	3	-11	0	1	5
O=C(Oc1cc(=O)n2ccccc2n1)c1ccccc1	1	0.6	-1	-3	2	1	-5	-6	-1	12
CC1=CCCC(C)(C)C1/C=C/C(C)=N/NC(=O)c1ccncc1 (stereo not drawn)	-3	-0.1	1	13	1	-4	-2	-3	0	-4
O=c1oc2ccccc2c(N2CCCCC2)c1CN1CCCC1	2	-0.3	0	-4	3	4	6	1	-5	0
CCCCn1c(SCC(=O)NNC(=O)c2ccccc2)n[nH]c1=O	-2	0.3	3	2	-3	-2	3	9	-2	0
